WRN inhibitor: blocks human WRN helicase; WRN helicase unwinding, fluorescent forked duplex, kinetic; Potency, µM (top dose mostly 114 µM), without a hit: at the highest dose activity change, negative = inhibition, most hits filed as inhibitors; hit rate 0.46% among 360,000; AID 651768; further: potency means the concentration at half of the fitted maximal effect; on the % scale 0 is the no-effect control and ±100 the full control effect; nearly all actives have a fitted effect of over 55% in size
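Enzyme (20 nM final) and test compound sit together 15 min at room temperature before substrate addition. Substrate is a single-forked duplex oligonucleotide (100 nM) labelled with fluorophore and quencher, with 2 mM ATP; helicase unwinding raises red fluorescence, read kinetically.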
aSyn yeast inh: alpha-synuclein toxicity inhibition in yeast | Yeast expressing alpha-synuclein, growth rescue, BacTiter-Glo, 24 h | Potency, µM (top dose mostly 46.1 µM), without a hit: top-dose growth rescue (activation), usual class: activators | hit rate 0.14% among 370,000; further: potency means the concentration at half of the fitted maximal effect; % of control where 0% means no effect; nearly all actives have a fitted effect of over 65% in size
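Screening used galactose-induced yeast with toxic alpha-synuclein levels, exposed to compound for 24 hr at 30 deg C. Cell growth, read with BacTiter-Glo luminescence, gave the measured signal.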
PI5P4Ka inh: PI5P4K alpha (human) kinase inhibition. P48426. PI5P4Kalpha enzyme, ADP-Glo luminescence, 60 min; stronger effect = lower value. max response, %. hit rate 1.2% among 330,000. AID 652105; active means max response of -50% or lower; inconclusive means between -30% and -50%; inactive means -30% or higher; further: value at the top dose of about 77 µM; on the % scale 0 is the no-effect control and ±100 the full control effect
Target sequence (P48426 whole entry, looked up): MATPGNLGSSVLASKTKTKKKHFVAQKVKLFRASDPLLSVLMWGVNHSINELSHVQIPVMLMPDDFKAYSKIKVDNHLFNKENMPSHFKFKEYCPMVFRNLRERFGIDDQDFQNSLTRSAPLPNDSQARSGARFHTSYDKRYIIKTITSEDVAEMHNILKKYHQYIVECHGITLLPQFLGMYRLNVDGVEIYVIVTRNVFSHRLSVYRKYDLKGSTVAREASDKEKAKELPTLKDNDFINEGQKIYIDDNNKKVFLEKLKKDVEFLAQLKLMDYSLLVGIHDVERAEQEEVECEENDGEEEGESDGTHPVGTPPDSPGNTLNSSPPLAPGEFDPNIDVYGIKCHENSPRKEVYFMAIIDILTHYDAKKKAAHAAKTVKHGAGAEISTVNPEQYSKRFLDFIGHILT
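Luminescence from ADP-Glo served as readout of PI5P4Kalpha activity in a qHTS format. Reaction: enzyme, substrate, compound, ATP at 5 microM final, 60 min at RT.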
EPAC1 agonist: EPAC1 (human) agonism; O95398; EPAC1 agonist qHTS, biochemical assay; response scale: 100% = response to 6.5 mM cAMP; Potency, µM (highest dose often 154 µM), for inactives: top-dose activation, actives largely listed as activators; hit rate 0.073% among 360,000; further: potency means the concentration at half of the fitted maximal effect; nearly all actives have a fitted effect of over 60% in size
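Nucleotide exchange assay: 100 nM EPAC1 with 250 nM Rap1B loaded with BODIPY-GDP and 50 uM GDP, room temperature. Fluorescence (480/540 nm) read every 5 min for 30 min; signal change normalized to 6.5 mM cAMP as full agonist.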
EPAC1 antag: blocks human EPAC1 exchange factor; Potency, µM (series often up to 115 µM), without a hit: at the top dose activity change, negative = inhibition, usual class: inhibitors; EPAC1 GEF assay, Rap1b-BODIPY-GDP exchange fluorescence; hit rate 0.14% among 360,000;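 further: potency means the concentration at half of the fitted maximal effect; plate controls were vehicle for no effect and positive control for full effect; nearly all actives have a fitted effect of over 50% in size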
IL2 activator: activates IL-2 in a cell-based reporter assay; IL-2 activation reporter assay, cell-based qHTS; stimulated with anti-CD3/CD4/CD28 beads; in transgenic mouse T cells; activation, % (series mostly up to about 46 µM); hit rate 0.065% among 360,000; in the data active means activation above about 50%; inconclusive means mostly about 30% to 49%; further: 0% is about no effect
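Unstimulated transgenic mouse T cells, 750 per well, received compound and, after 60 minutes, anti-CD3/anti-CD4 bead plus anti-CD28 stimulation. EGFP and DsRed were quantified after 18 hours.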
Abeta yeast res: compounds reversing amyloid beta toxicity in yeast; yeast expressing A-beta42, growth rescue, OD600, 48 h; response scale: 0% DMSO, 100% iron-clioquinol control; Potency, µM (doses to about 46.1 µM), for inactives: top-dose growth rescue, most hits filed as activators; hit rate 0.063% among 410,000; AID 1347071; further: potency means the concentration at half of the fitted maximal effect; nearly all actives have a fitted effect of over 55% in size
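Yeast growth medium received pinned compounds, then yeast cells expressing toxic A-beta were added; plates incubated at 30 C for 48 hr. Growth read as absorbance at 600 nm, normalized to DMSO and equimolar FeCl3 plus clioquinol controls.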
PLK1 PBD inh: blocks phosphopeptide binding to human PLK1 polo-box domain. P53350. Plk1 PBD binding of FITC phosphopeptide, fluorescence polarization. Potency, µM, for inactives: max response, negative = inhibition, most hits filed as inhibitors. hit rate 2.8% among 360,000; further: potency means the concentration at half of the fitted maximal effect; series mostly up to about 57 µM; on the % scale 0 is the no-effect control and ±100 the full control effect; nearly all actives have a fitted effect of over 65% in size
Target sequence (P53350 whole entry, looked up, the tested form may be a part): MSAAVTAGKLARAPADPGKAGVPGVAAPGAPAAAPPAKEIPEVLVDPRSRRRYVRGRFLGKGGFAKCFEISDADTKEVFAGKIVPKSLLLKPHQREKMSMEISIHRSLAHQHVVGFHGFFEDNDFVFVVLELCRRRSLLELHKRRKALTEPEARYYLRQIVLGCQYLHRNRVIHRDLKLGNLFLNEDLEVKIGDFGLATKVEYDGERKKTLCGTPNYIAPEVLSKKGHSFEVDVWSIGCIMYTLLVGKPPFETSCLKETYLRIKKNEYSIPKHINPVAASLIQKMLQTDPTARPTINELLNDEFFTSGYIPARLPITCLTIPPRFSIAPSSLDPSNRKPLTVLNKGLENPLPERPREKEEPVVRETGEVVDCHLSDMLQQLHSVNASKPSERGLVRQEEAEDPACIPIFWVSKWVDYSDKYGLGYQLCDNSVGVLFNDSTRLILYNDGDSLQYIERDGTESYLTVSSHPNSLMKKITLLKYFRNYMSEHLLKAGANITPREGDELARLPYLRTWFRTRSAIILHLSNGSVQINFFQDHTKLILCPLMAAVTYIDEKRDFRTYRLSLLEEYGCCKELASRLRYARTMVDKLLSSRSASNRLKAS
FUS suppressor: rescues growth of FUS-expressing yeast. S. cerevisiae FUS-expressing, growth rescue, OD600, 24 h. hit rate 0.24% among 390,000. Potency, µM (highest dose often 76.6 µM), inactives show top-dose growth rescue (activation), most hits filed as activators;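 further: potency means the concentration at half of the fitted maximal effect; plate controls were DMSO vehicle for no effect and reference control for full effect; nearly all actives have a fitted effect of over 55% in size; some results filed as inactive show a strong effect at the top dose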
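Yeast FUS proteinopathy model; galactose-induced FUS (2%), starting OD 0.005. Cpds in dilution series, 24hr, 30C, 99% humidity. Abs 600 nm growth. Pos ctrl CP55940 (top 92uM final); neg ctrl DMSO.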
* hit, by the source's call; [ ] = dose if it differs, or a comment. Unless noted, the call rests on the fitted dose curve; in most records, active means well fitted curve in the direction sought with a large enough effect; inconclusive means small, poorly fitted or top-dose-only effect, or another doubt; inactive means no such curve, though single readings can be large; an effect the other way counts as inactive or inconclusive.

For COCC(=O)Nc1nnc(COc2ccc(Cl)cc2)s1 the results were WRN inhibitor 1%, aSyn yeast inh 0%, PI5P4Ka inh -8, EPAC1 agonist 5%, EPAC1 antag -11%, IL2 activator -0.5, Abeta yeast res 2%, PLK1 PBD inh -11% and FUS suppressor -20%.
Screening C[C@@H]1CN([C@@H](C)CO)C(=O)CCCn2nncc2CO[C@H]1CN(C)C(=O)c1ccc2ccn(C)c2c1 returned WRN inhibitor -2%, aSyn yeast inh -10%, PI5P4Ka inh -1, EPAC1 agonist 3%, EPAC1 antag 11%, IL2 activator -1.0, Abeta yeast res 1%, PLK1 PBD inh 2% and FUS suppressor 6%.
For COc1ccc(NS(=O)(=O)c2cccc(C(=O)NCC(c3ccccc3)N(C)C)c2)cc1 (configuration not stated) the results were WRN inhibitor 3%, aSyn yeast inh -3%, PI5P4Ka inh 0, EPAC1 agonist 4%, EPAC1 antag 4%, IL2 activator 0.4, Abeta yeast res 8%, PLK1 PBD inh -3% and FUS suppressor -6%.
COC(=O)C1(C(C[N+](=O)[O-])c2ccco2)C(=O)NCC1c1ccccc1 (configuration not stated) was read as WRN inhibitor -3%, aSyn yeast inh -3%, PI5P4Ka inh -5, EPAC1 agonist -5%, EPAC1 antag 12%, IL2 activator 4.5, Abeta yeast res -1%, PLK1 PBD inh 0% and FUS suppressor -5%.
For CCC1CCCCN1C(=O)Cn1c(C(=O)OC)cc2sc(Cl)cc21 (configuration not stated) the results were WRN inhibitor 1%, aSyn yeast inh -5%, EPAC1 agonist -6%, EPAC1 antag 13%, IL2 activator -0.4, Abeta yeast res 7%, PLK1 PBD inh 1% and FUS suppressor 11%.
Cc1nc(SCC(=O)NC2CCCC2)[nH]c(=O)c1C was read as WRN inhibitor 16%, aSyn yeast inh 0%, PI5P4Ka inh 4, EPAC1 agonist 3%, EPAC1 antag 4%, IL2 activator 0.6, Abeta yeast res -6%, PLK1 PBD inh -2% and FUS suppressor -1%.
For COC(=O)C(Cc1ccccc1)NC(=O)CNC(=O)c1ccccc1OC (configuration not stated) the results were WRN inhibitor 0%, aSyn yeast inh 0%, PI5P4Ka inh 10, EPAC1 agonist 5%, EPAC1 antag -1%, IL2 activator -2.0, Abeta yeast res 21%, PLK1 PBD inh -2% and FUS suppressor -2%.
CCN1CCN(c2nc3ccccc3nc2C(C#N)C(=O)OCc2ccccc2)CC1 (configuration not stated) was read as WRN inhibitor 6%, aSyn yeast inh 3%, EPAC1 agonist 6%, EPAC1 antag 8%, IL2 activator -3.0, Abeta yeast res 2%, PLK1 PBD inh -3% and FUS suppressor 29%.
`O=C(CCN1C(=O)C2CC=CCC2C1=O)Nc1cccc(S(=O)(=O)N2CCCCC2)c1` (configuration not stated) gave WRN inhibitor 4%, aSyn yeast inh -5%, PI5P4Ka inh -5, EPAC1 agonist 12%, EPAC1 antag -4%, IL2 activator -0.5, Abeta yeast res 7%, PLK1 PBD inh -4% and FUS suppressor 2%.
`COc1ccc(-c2ccc(C(=O)Nc3ccc(Cl)cc3)c3occc23)c(C)c1` gave WRN inhibitor -7%, aSyn yeast inh -25%, PI5P4Ka inh -6, EPAC1 agonist 2%, EPAC1 antag -2%, IL2 activator -0.6, Abeta yeast res -13%, PLK1 PBD inh -6% and FUS suppressor 40%.
O=C(O)c1ccccc1NC(=S)NC(=O)c1cccc2ccccc12 was read as WRN inhibitor -11%, aSyn yeast inh -1%, PI5P4Ka inh 2, EPAC1 agonist 9%, EPAC1 antag -14%, IL2 activator -0.1, Abeta yeast res -3%, PLK1 PBD inh -21% and FUS suppressor 8%.
For O=C(Cn1cc(S(=O)(=O)Cc2cccc(F)c2)c2ccccc21)N1CCOCC1 the results were WRN inhibitor -20%, aSyn yeast inh 7%, PI5P4Ka inh -6, EPAC1 agonist -28%, EPAC1 antag 5%, IL2 activator 0.7, Abeta yeast res 3%, PLK1 PBD inh -13% and FUS suppressor 3%.
CN1CCc2c(sc(NC(=O)c3ccc(S(=O)(=O)N4CCCC4)cc3)c2C(N)=O)C1 was read as WRN inhibitor 7%, aSyn yeast inh 0%, PI5P4Ka inh -16, EPAC1 agonist 3%, EPAC1 antag 7%, IL2 activator 1.0, Abeta yeast res -5%, PLK1 PBD inh -3% and FUS suppressor inconclusive.
`Cn1c2c(sc1=O)CCC2` gave WRN inhibitor 5%, aSyn yeast inh -1%, PI5P4Ka inh -6, EPAC1 agonist 4%, EPAC1 antag 7%, IL2 activator -0.2, Abeta yeast res -2%, PLK1 PBD inh -7% and FUS suppressor 18%.
For CC(C)(C)CN1CCN(Cc2nc(-c3ccc(F)cc3)cs2)CC1CCO (configuration not stated) the results were WRN inhibitor 3%, aSyn yeast inh 1%, PI5P4Ka inh -2, EPAC1 agonist -9%, EPAC1 antag 21%, IL2 activator -0.7, Abeta yeast res 0%, PLK1 PBD inh -9% and FUS suppressor 11%.
`CC(C)C[C@H]1CNC(=S)N1CC1CCN(CCC23CC4CC(CC(C4)C2)C3)CC1` gave WRN inhibitor -2%, aSyn yeast inh -2%, PI5P4Ka inh -1, EPAC1 agonist -20%, EPAC1 antag -20%, IL2 activator -0.7, Abeta yeast res 6%, PLK1 PBD inh -3% and FUS suppressor -5%.
CCN(CC)c1ccc(NC(=O)Cn2cc3c(n2)CCC(C)C3)c(C)c1 (configuration not stated) was read as WRN inhibitor 1%, aSyn yeast inh 0%, PI5P4Ka inh 0, EPAC1 agonist 3%, EPAC1 antag -19%, IL2 activator -1.4, Abeta yeast res 11%, PLK1 PBD inh 0% and FUS suppressor -14%.
`Cn1c(=O)c2c(SCc3ccccn3)nc(C3CC3)nc2n(C)c1=O` gave WRN inhibitor 2%, aSyn yeast inh 14%, PI5P4Ka inh -11, EPAC1 agonist 5%, EPAC1 antag 4%, IL2 activator -1.3, Abeta yeast res -2%, PLK1 PBD inh -15% and FUS suppressor -8%.
Screening Cc1c(O)nc(SCC(=O)Nc2ccc3c4c(cccc24)CC3)n(-c2ccccc2)c1=O returned WRN inhibitor -19%, aSyn yeast inh 0%, PI5P4Ka inh -2, EPAC1 agonist -3%, EPAC1 antag 21%, IL2 activator -0.4, Abeta yeast res 1%, PLK1 PBD inh -13% and FUS suppressor -1%.
Screening Cc1ccc(C(=O)COC(=O)CNC(=O)c2cccs2)cc1 returned WRN inhibitor -2%, aSyn yeast inh 8%, PI5P4Ka inh -3, EPAC1 agonist 7%, EPAC1 antag 2%, IL2 activator -1.6, Abeta yeast res 26%, PLK1 PBD inh -6% and FUS suppressor 1%.

The final five entries of the section before come first, to join the parts:
`CC(C)C[C@H]1CNC(=S)N1CC1CCN(CCC23CC4CC(CC(C4)C2)C3)CC1` gave WRN inhibitor -2%, aSyn yeast inh -2%, PI5P4Ka inh -1, EPAC1 agonist -20%, EPAC1 antag -20%, IL2 activator -0.7, Abeta yeast res 6%, PLK1 PBD inh -3% and FUS suppressor -5%.
CCN(CC)c1ccc(NC(=O)Cn2cc3c(n2)CCC(C)C3)c(C)c1 (configuration not stated) was read as WRN inhibitor 1%, aSyn yeast inh 0%, PI5P4Ka inh 0, EPAC1 agonist 3%, EPAC1 antag -19%, IL2 activator -1.4, Abeta yeast res 11%, PLK1 PBD inh 0% and FUS suppressor -14%.
`Cn1c(=O)c2c(SCc3ccccn3)nc(C3CC3)nc2n(C)c1=O` gave WRN inhibitor 2%, aSyn yeast inh 14%, PI5P4Ka inh -11, EPAC1 agonist 5%, EPAC1 antag 4%, IL2 activator -1.3, Abeta yeast res -2%, PLK1 PBD inh -15% and FUS suppressor -8%.
Screening Cc1c(O)nc(SCC(=O)Nc2ccc3c4c(cccc24)CC3)n(-c2ccccc2)c1=O returned WRN inhibitor -19%, aSyn yeast inh 0%, PI5P4Ka inh -2, EPAC1 agonist -3%, EPAC1 antag 21%, IL2 activator -0.4, Abeta yeast res 1%, PLK1 PBD inh -13% and FUS suppressor -1%.
Screening Cc1ccc(C(=O)COC(=O)CNC(=O)c2cccs2)cc1 returned WRN inhibitor -2%, aSyn yeast inh 8%, PI5P4Ka inh -3, EPAC1 agonist 7%, EPAC1 antag 2%, IL2 activator -1.6, Abeta yeast res 26%, PLK1 PBD inh -6% and FUS suppressor 1%.
For CCCOC(=O)c1ccc(NC(=O)CN(C)Cc2cccs2)cc1 the results were WRN inhibitor 1%, aSyn yeast inh 5%, PI5P4Ka inh 8, EPAC1 agonist 4%, EPAC1 antag inconclusive, IL2 activator 1.4, Abeta yeast res -1%, PLK1 PBD inh -2% and FUS suppressor 31%.
For CCC(C)N1CC23C=CC(O2)C(C(=O)OC)C3C1=O (configuration not stated) the results were WRN inhibitor 4%, aSyn yeast inh -8%, PI5P4Ka inh 1, EPAC1 agonist 11%, EPAC1 antag 0%, IL2 activator -1.6, Abeta yeast res 0%, PLK1 PBD inh -3% and FUS suppressor -15%.
For CCOC(=O)N1CCC(NC(=O)c2cc3cc4cc(OC)ccc4nc3o2)CC1 the results were WRN inhibitor 4%[57.1 µM], aSyn yeast inh 10%, PI5P4Ka inh -3, EPAC1 agonist 5%, EPAC1 antag -2%, IL2 activator -2.9, Abeta yeast res -26%, PLK1 PBD inh -9% and FUS suppressor 45%.
For CCN(CC)C(=O)/C=C/c1ccc(OC)c(S(=O)(=O)N2CCCCC2)c1 the results were WRN inhibitor 0%, aSyn yeast inh -10%, PI5P4Ka inh -1, EPAC1 agonist 3%, EPAC1 antag -17%, IL2 activator 4.1, Abeta yeast res -6%, PLK1 PBD inh -2% and FUS suppressor 15%.
`Cc1cc(Cl)ccc1OCC(=O)OCC(=O)N1CCC(C(N)=O)CC1` gave WRN inhibitor 0%, aSyn yeast inh 5%, PI5P4Ka inh -5, EPAC1 agonist 9%, EPAC1 antag -14%, IL2 activator 0.3, Abeta yeast res 2%, PLK1 PBD inh 5% and FUS suppressor -8%.

Screening data (PubChem BioAssay)
